# HT1080NT lethal = kills 2HG-producing HT-1080-NT fibrosarcoma cells. 360,000 tested, 1.6% active. Potency, µM (titrated, usually from 46.1 µM), for inactives: top-dose activity, negative = less viability, most hits filed as cytotoxic. HT-1080-NT fibrosarcoma viability, CellTiter-Glo ATP luminescence, 48 h;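 further: NT is the 2HG producing partner of a matched IDH1 knockdown line; potency means the concentration at half of the fitted maximal effect; 0% = DMSO-treated cells and -100% = media-only wells without cells; nearly all actives have a fitted effect of over 55% in size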
#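 Viability of the 2HG-overproducing fibrosarcoma line after 48 hours of compound exposure at 37 degrees C was determined by luminescence with CellTiter-Glo, and concentration-effect curves were then fitted and categorized.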
# IL1B secr inh = inhibitors of inflammasome signaling (IL-1 beta secretion); THP-1 LPS/ATP IL-1B secretion, AlphaLISA, 16 h; stronger effect = lower value; activity change, % at 57.5 µM; 360,000 tested, 4.7% active; AID 743279; in the data active means activity change below about -50%; inconclusive means mostly about -30% to -49%; further: on the % scale 0 is the no-effect control and ±100 the full control effect
#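 THP-1 cells pretreated 1 hr with compounds (up to 57.5 uM final), then stimulated with LPS (250 ng/mL final) plus ATP (1.25 mM final); secreted IL-1B measured by AlphaLISA after 16 hr, decreased signal indicating inhibition.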
# HT1080 IDH1KD tx = kills HT-1080 cells with IDH1 knockdown. HT-1080 IDH1 knockdown viability, ATP luminescence, 48 h. Potency, µM (series often up to 46.1 µM), for inactives: top-dose activity, negative = toxicity, usual class: cytotoxic. 360,000 tested, 2% active. AID 686971;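 further: potency means the concentration at half of the fitted maximal effect; 0% = DMSO wells and -100% = cell-free medium wells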
#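 Luminescent ATP read-out (CellTiter-Glo, 10 min at room temperature) after 48 h compound exposure at 37 °C gave viability of IDH1-knockdown HT-1080 cells. Activity was normalised to DMSO and cell-free wells, then fitted as concentration-response curves.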
# MCF10A rerep = DNA re-replication induction in MCF 10a cells; MCF 10A DNA re-replication, Hoechst nuclear intensity, 48 h; Potency, µM (top dose mostly 46.1 µM), inactives show top-dose activity, positive = re-replication, most hits filed as activators; 350,000 tested, 2.9% active; AID 624296; further: potency means the concentration at half of the fitted maximal effect; % of control where 0% means no effect; nearly all actives have a fitted effect of over 50% in size
# KB-V1 cytotox = kills drug-selected multidrug resistant KB-V1 cells; Potency, µM (doses to about 46.1 µM), without a hit: top-dose activity change, negative = cytotoxicity, actives largely listed as cytotoxic; 400,000 tested, 3.4% active; KB-V1 MDR cells viability, CellTiter-Glo, 72 h; AID 1347076; further: potency means the concentration at half of the fitted maximal effect; on the % scale 0 is the no-effect control and ±100 the full control effect; nearly all actives have a fitted effect of over 60% in size
#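 KB-V1 MDR subline cells in DMEM (phenol-red free, 10% FBS) exposed to compounds in qHTS concentration series for 72 h at 37 degrees C. Viability read by CellTiter-Glo luminescence; concentration-effect curves fitted after normalization and correction.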
# GLP1R cytotox = cytotoxicity counter-screen for GLP-1 receptor inverse agonists | HEK293 cAMP-luciferase reporter cells, luminescence, 24 h | 410,000 tested, 0.13% active | Potency, µM (titrated, usually from 38.3 µM), for inactives: at the highest dose activity change, negative = inhibition, usual class: inhibitors;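 further: loss of luciferase light is scored as toxicity; potency means the concentration at half of the fitted maximal effect; on the % scale 0 is the no-effect control and ±100 the full control effect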
#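 To flag toxic compounds, the library was rerun on cells for 24 hr at 37 deg C and 5% CO2. Viability-linked luminescence was captured 12 min after adding luciferase detection reagent.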
# KB-3-1 tox = KB-3-1 parental cell cytotoxicity; KB-3-1 viability, CellTiter-Glo ATP luminescence, 72 h; Potency, µM (doses to about 46.1 µM), for the others: top-dose activity change, negative = cytotoxic, actives largely listed as cytotoxic; 400,000 tested, 1.4% active; AID 1347075; further: potency means the concentration at half of the fitted maximal effect; on the % scale 0 is the no-effect control and ±100 the full control effect; nearly all actives have a fitted effect of over 60% in size
#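 Parental KB-3-1 adenocarcinoma cells in phenol-red-free DMEM with 10% FBS were pin-treated with compounds at several concentrations, incubated 72 h at 37 °C, and viability read by CellTiter-Glo luminescence; concentration-effect curves were fitted after normalization.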
# D3 ag = agonists of human D3 dopamine receptor; P35462; D3R DiscoveRx beta-arrestin cells, luminescence, 90 min; max activation, %; 410,000 tested, 0.58% active; in the data active means max activation above about 30%; further: 0% is about no effect; mostly tested at two doses, the higher about 12 µM
# Target sequence (P35462 whole entry, looked up): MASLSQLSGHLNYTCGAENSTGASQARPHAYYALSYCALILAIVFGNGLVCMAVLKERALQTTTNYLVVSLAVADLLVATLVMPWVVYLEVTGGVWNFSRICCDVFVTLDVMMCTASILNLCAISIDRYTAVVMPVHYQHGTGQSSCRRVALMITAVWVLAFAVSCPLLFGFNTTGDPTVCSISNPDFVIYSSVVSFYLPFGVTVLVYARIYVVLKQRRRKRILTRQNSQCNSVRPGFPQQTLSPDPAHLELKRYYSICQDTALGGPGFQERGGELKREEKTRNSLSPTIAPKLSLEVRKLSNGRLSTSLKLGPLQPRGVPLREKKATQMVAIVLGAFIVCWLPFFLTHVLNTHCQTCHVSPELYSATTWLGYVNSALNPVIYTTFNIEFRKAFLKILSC
#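 Cells at 1500/well, incubated overnight, then treated with pinned compounds (dopamine as control) for 90 min at 37 degrees C. DiscoveRx reagent added for 30 - 60 minutes at room temperature; luminescence read.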
# SW480 rereplic = induces DNA re-replication in SW480 colon adenocarcinoma cells; SW480 DNA re-replication, Hoechst DNA content imaging, 48 h; 340,000 tested, 1.8% active; Potency, µM (series often up to 46.1 µM), for the others: top-dose re-replication activation, actives largely listed as activators; further: potency means the concentration at half of the fitted maximal effect; % of control where 0% means no effect; nearly all actives have a fitted effect of over 55% in size
#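 DNA re-replication was detected as more nuclei of elevated Hoechst intensity after 48 hr exposure to compound (23 nL pinned per well of 250 cells).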
# The depositor's hits bear a star; i = inactive; ? = inconclusive; · = not tested or not shown; & = joins results of further samples; [ ] = another dose, or the depositor's remark. Unless noted, the call rests on the fitted dose curve; in most records, active means well fitted curve in the direction sought with a large enough effect; inconclusive means small, poorly fitted or top-dose-only effect, or another doubt; inactive means no such curve, though single readings can be large; an effect the other way counts as inactive or inconclusive.
SMILES,HT1080NT lethal,IL1B secr inh,HT1080 IDH1KD tx,MCF10A rerep,KB-V1 cytotox,GLP1R cytotox,KB-3-1 tox,D3 ag,SW480 rereplic
O=C1C2C3C=CC(CC3)C2C(=O)N1c1nccs1 (configuration not stated),8.1%,13.3,15.7%,12.0%,3.8%,-0.2%,-4.0%,2.5,-2.2%
Cc1ccc(S(=O)(=O)N2CCN(Cc3ccco3)CC2)cc1C,5.5%,7.0,4.6%,12.5%,-26.5%,-9.1%,-1.6%,-23.7,1.2%
CCOc1cc(CNC(=O)c2ccccc2NC(=O)c2nsc3ccccc23)ccc1OC,·,·,·,·,-23.4%,-23.5%,-12.9%,1.2,·
COc1ccc(C2C(=O)NN=C2C)cc1 (configuration not stated),-1.6%,0.0,1.2%,-4.9%,?,-4.0%,2.9%,9.2,-1.9%
C=CCNC1=C(Cl)C(=O)c2ccccc2C1=O,-15.0%,-3.7,-25.6%,?,?,?,?,-1.2,?
CSc1nnc([C@H](C)NC(=O)OC(C)(C)C)o1,10.4%,-0.5,28.6%,10.3%,-12.4%,5.3%,-0.8%,11.3,-2.8%
CCOc1ccc2nc(NC(=O)COC)sc2c1,7.9%,-16.4,14.2%,-7.4%,-18.1%,-0.3%,3.2%,0.9,-0.9%
Cc1nn(CC(=O)N2CCN(C)CC2)c(=O)c2ccccc12,9.3%,14.6,10.6%,-1.5%,-6.8%,6.6%[7.66 µM],-6.9%,-3.8,-2.9%
COCCn1c(SCC(=O)N2CCCc3ccccc32)nc2c(c1=O)SC(C)C2 (configuration not stated),-5.2%,-24.4,0.8%,-3.1%,?,2.5%,4.1%,12.3,1.8%
C[C@H](NC(=O)c1nc[nH]c1C(=O)N[C@H](C)c1ccccc1)C(=O)OCc1ccccc1,0.6%,77.6,6.5%,?,15.8%,2.2%,9.0%,9.7,?
CCC(C(=O)O)P(=O)(c1ccc(Cl)cc1)c1ccc(Cl)cc1 (configuration not stated),5.8%,17.9,7.5%,-7.8%,19.7%,-6.5%,-10.8%,0.0,-4.7%
Cc1onc(-c2ccccc2Cl)c1C(=O)N1CCN(S(=O)(=O)c2ccc(F)c(F)c2)CC1,7.4%,11.5,7.2%,·,?,13.0%,0.0%,6.0,·
CCN1CCN(CCCNC(=O)C(=O)c2c(C)[nH]c3ccccc23)CC1,-8.6%,11.1,-0.2%,0.3%,3.2%,-4.8%,-3.5%,-6.1,1.5%
CCCCN1CCc2[nH]c(=S)[nH]c(=O)c2C1,-2.2%,-4.5,15.1%,-0.4%,1.5%,1.9%,-5.1%,-5.1,15.1%
CCN(CC)S(=O)(=O)c1cccc(C(=O)OCc2cc(=O)n3nc(C)sc3n2)c1,?,5.4,0.2%,13.4%,?,17.2%,0.3%,1.1,-1.5%
O=C(CSc1nnc(CNC(=O)c2ccccc2)o1)NCC1CCCO1 (configuration not stated),0.0%,0.0,2.8%,2.1%,4.9%,5.5%,-3.4%,1.2,-11.6%
CC(C)c1nnc(NC(=O)CCC(=O)Nc2ccc(F)cc2)s1,-2.6%,1.8,14.9%,-3.9%,28.0%,48.8%,-3.2%,3.3,-8.2%[9.22 µM]
CCN(C(=O)c1ccc2c(=O)n3c(nc2c1)CCCCC3)c1ccccc1C,-3.0%,17.9,13.8%,-8.4%,2.3%,5.9%,-0.8%,0.2,-16.8%
COc1ccc(-c2nc3n(c(=O)c2C#N)CCCS3)cc1,-3.3%,-16.0,-7.5%,?,0.0%,4.8%,3.3%,-0.2,-1.4%
Cc1cccc(/C=N/NC(=O)c2ccc(NC(=O)c3ccc(F)cc3)cc2)n1,-22.6%,-5.5,-23.9%,20.6µM*,17.1%,-7.4%,0.7%,1.6,-29.6%

# Overlap with the part before: 2 compounds; new compounds follow.
SMILES,HT1080NT lethal,IL1B secr inh,HT1080 IDH1KD tx,MCF10A rerep,KB-V1 cytotox,GLP1R cytotox,KB-3-1 tox,D3 ag,SW480 rereplic
COc1ccc(-c2nc3n(c(=O)c2C#N)CCCS3)cc1,-3.3%,-16.0,-7.5%,?,0.0%,4.8%,3.3%,-0.2,-1.4%
Cc1cccc(/C=N/NC(=O)c2ccc(NC(=O)c3ccc(F)cc3)cc2)n1,-22.6%,-5.5,-23.9%,20.6µM*,17.1%,-7.4%,0.7%,1.6,-29.6%
Cc1ccc(-c2nn(CCC(=O)O)cc2CCC(=O)O)cc1,15.4%,-7.8,11.0%,2.7%,?,-17.7%,-21.7%,7.4,-6.0%
Cc1nc(-c2cc(-c3ccc(Cl)cc3)no2)cs1,?,2.4,11.0%,0.7%,2.5%,0.6%,-15.9%,4.8,-7.4%
COC(=O)Cc1ccc(NC(=S)NCc2ccccc2Cl)cc1,?,15.1,-0.3%,18.3%,?,-3.1%,-15.5%,-3.8,7.3%
COc1ccc(Br)c(C(=O)OCC(=O)Nc2cc(C)on2)c1,8.0%,0.1,6.4%,·,24.8%,4.5%,-0.4%,-5.5,·
O=C(Cc1cccs1)NCCS(=O)(=O)N1CCN(c2cccc(Cl)c2)CC1,-1.7%,-2.5,-2.7%,5.5%,?,4.4%,3.2%,-4.8,12.1%
COCCNC(=O)c1cc(-c2ccc(-c3ccccc3)cc2)nc2ccccc12,?,-65.6*,?,?,-14.8%,1.4%,20.6µM*,21.8,?
CSc1ccccc1OCc1cc(C(=O)NCc2cnc(C)cn2)no1,11.9%,i,22.7%,-4.4%,?,7.5%,20.0%,2.3,-13.8%
CCN1CCN(c2c(S(=O)(=O)c3ccc(C)c(C)c3)cnc3cc(OC)c(OC)cc23)CC1,·,·,·,·,?,-21.5%,?,-14.9,·
Cc1[nH]c(C)c(S(=O)(=O)NCc2ccc(F)cc2)c1C(=O)N1CCCC1,-5.7%,-5.0,12.2%,-1.9%,14.8%,-0.7%,0.0%,-4.3,-22.4%
CCOC(=O)C(Cc1ccc(O)c([N+](=O)[O-])c1)N1C(=O)c2ccccc2C1=O (configuration not stated),9.5%,9.6,2.8%,-0.5%,2.4%,-10.6%,3.5%,-17.1,-4.8%
O=C(Nc1ccc(S(=O)(=O)N2CCc3ccccc32)cc1)c1ccc2c(c1)OCO2,?,?,?,2.3%,5.17µM*,-5.3%,0.7%,2.9,14.7%
C=CCn1c(CCNC(=O)c2cccs2)n[nH]c1=S,4.3%,4.7,0.9%,-2.1%,1.4%,0.7%,4.3%,-1.0,?
Cn1nnnc1SCC(=O)Nc1ccccc1C(=O)NC1CC1,19.4%,0.6,26.1%,-11.2%,5.2%,2.2%,13.9%,2.5,-5.1%
COc1cc(NC(=O)c2cc(OC)c(OC)c(OC)c2)cc(-n2cnnn2)c1,-19.8%,3.9,-6.9%,1.1%,22.5%,-13.0%,15.5%,3.6,-17.0%
COc1ccc(CN(C)C(=O)[C@H]2O[C@@H](n3ccc(=O)[nH]c3=O)[C@H](O)[C@@H]2O)cc1OC,28.1%,-24.0,2.1%,·,?,-6.3%,-0.3%,-7.0,·
O=C(COc1ccc([N+](=O)[O-])cc1)Nc1ccc2c(c1)nc1n2CCOC1,0.7%,5.7,-6.5%,23.1µM*,8.6%,7.8%,?,0.8,?
O=[N+]([O-])c1cc2c(c(CSc3nnc(Nc4ccccc4)s3)c1)OCOC2,-0.9%,-18.4,-25.2%,-5.7%,0.0%,-5.4%,0.8%,0.3,-5.4%
COc1ccc2cc(CNc3ccc(C)cc3)c(=O)n(CC(=O)Nc3ccc(C)cc3Cl)c2c1,·,·,·,·,?,-2.5%,-10.1%,4.1,·
Cn1c(SCc2ccccc2Cl)nc2c1c(=O)[nH]c(=O)n2C,24.3%,-7.0,16.8%,21.2%,-1.7%,5.8%,-3.1%,3.1,-6.8%
COc1cccc(C(=O)NCCSc2c(C)[nH]c3ccccc23)c1OC,?,-22.2,?,?,?,-8.0%,?,7.8,1.4%
CCN(C(=O)CCNC(=O)Cn1cnc2ccccc2c1=O)c1cccc(Cl)c1,2.0%,17.2,-0.2%,1.7%,-17.2%&3.7%,0.9%&1.0%,2.8%&2.4%,-1.6&5.8,-26.3%
CCN1C(=O)[C@H]2[C@@H](c3ccc(C)cc3)N3C(=O)N(c4ccccc4)C(=O)[C@@]3(C)[C@H]2C1=O,0.0%,13.4,0.0%,?,?,-26.7%,6.6%,0.5,-7.6%
CC(=O)N1CCCc2cc(S(=O)(=O)CCC(=O)Nc3cccc(C)c3C)ccc21,1.8%,19.6,-8.9%,2.5%,0.0%,-0.6%,10.0%,17.3,-28.3%
CSc1nc2sc(-c3ccccc3)cc2c(=O)n1N,2.9%,15.6,0.8%,-0.5%,9.2µM*,13.0%,?,6.5,-217.8%[inhibitor]
O=C1c2ccccc2C(=O)N1CC(O)Cn1nnc2ccccc21 (configuration not stated),-1.0%,18.9,4.2%,8.3%,-6.8%,0.8%,-0.5%,0.7,-22.4%
CCn1c(SCC(=O)Nc2nccs2)nnc1-c1ccc(C)cc1,4.9%,30.5,-5.7%,4.1%,-9.6%,-5.1%,9.5%,2.0,-3.3%
COc1cccc(C(=O)c2cn(CC(=O)Nc3ccc4c(c3)OCCO4)c3nc(C)ccc3c2=O)c1,·,·,·,·,-13.8%,-8.2%,-4.5%,7.9,·
CCO[C@H]1OC(C(=O)Nc2ccccc2)=C[C@@H](c2coc3ccccc3c2=O)[C@@H]1CCCO,4.8%,-10.6,-0.3%,-5.9%,0.0%,-8.7%,2.8%,0.3,13.0%
O=C(NCc1ccc2c3c(cccc13)C(=O)N2)c1cccs1,-15.5%,-2.9,-29.7%,-0.3%,-9.9%,35.1%[activator],8.7%,-6.3,4.8%
NCC1OC(n2cnc3c(N)ncnc32)CC1O (configuration not stated),10.7%,1.1,13.5%,3.6%,-7.0%,-6.8%,?,-1.2,2.5%
